Compound activity: PubChem BioAssay, several laboratories
V-ATPase pHluor = yeast V-ATPase proton transport regulation by pHLuorin. S. cerevisiae, pHLuorin cytosolic pH fluorescence. response, % at 10 µM. 0.37% of 350,000 active; in the data active = response mostly above about 7.3%, no sharp cut-off; inactive = mostly below about 5.4%; note: actives read high; inactives centre near 0; some compounds called inactive have numbers as strong as hits; reference of the scale not given here
HTR5A inv ag = counter-screen for OPRM1-OPRD1 inverse agonists: human HTR5A inverse agonism | P47898 | inhibition, % at 9.3 µM | AID 504634 | HTR5A cell line, luminescence | 0.083% of 340,000 active; in the data active = inhibition mostly above about 23%, no sharp cut-off; inactive = mostly below about 18%;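 note: 0% = cells with DMSO and 100% = no-cell wells with DMSO; some compounds called inactive have numbers as strong as hits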
Keap1-Nrf2 PPI = inhibitors of human Keap1-Nrf2 protein-protein interaction; Keap1 Kelch-Nrf2 peptide fluorescence polarization, 1536-well; Q14145; inhibition, % at 9.4 µM; 0.15% of 340,000 active; AID 504523; in the data active = inhibition above about 12%;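 note: human Keap1 Kelch domain with fluorescein labeled Nrf2 9mer peptide probe; 0% = neutral control wells and 100% = peptide positive control; higher means more block of Keap1 binding to Nrf2 peptide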
CAL-PDZ inh HTS = CAL PDZ (human) peptide binding inhibition. Q9HD26. purified CAL PDZ, TMR-peptide fluorescence polarization, 1 h. inhibition, % at 24.9 µM. 0.92% of 300,000 active. AID 602252;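 active = mean inhibition of at least 30% with at least half of replicates also reaching 30%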;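 note: 0% = DMSO neutral control and 100% = excess unlabeled competitor peptide PRC23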
RTF Ca sens inh = cardiac RTF calcium desensitization; AID 493244; inhibition, % at 7.15 µM; 0.12% of 340,000 active; IANBD-labeled cardiac RTF, Ca2+ fluorescence;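 active = inhibition above the mean inhibition of all tested compounds plus 3 SD, cut at about 17% in these data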;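 note: assay run at fixed EC70 calcium of 1.6 mM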
MOR-DOR ag = OPRM1-OPRD1 heterodimerization agonism; AID 504326; activation, % at 9.3 µM; cells, luminescence; P35372+P41143; 0.3% of 340,000 active; in the data active = activation above about 18%;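 note: 0% = vehicle-treated cells and 100% = reference agonist; values of inactives mirror those of a sister screen read the other way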
Target sequence (P35372 whole entry, looked up): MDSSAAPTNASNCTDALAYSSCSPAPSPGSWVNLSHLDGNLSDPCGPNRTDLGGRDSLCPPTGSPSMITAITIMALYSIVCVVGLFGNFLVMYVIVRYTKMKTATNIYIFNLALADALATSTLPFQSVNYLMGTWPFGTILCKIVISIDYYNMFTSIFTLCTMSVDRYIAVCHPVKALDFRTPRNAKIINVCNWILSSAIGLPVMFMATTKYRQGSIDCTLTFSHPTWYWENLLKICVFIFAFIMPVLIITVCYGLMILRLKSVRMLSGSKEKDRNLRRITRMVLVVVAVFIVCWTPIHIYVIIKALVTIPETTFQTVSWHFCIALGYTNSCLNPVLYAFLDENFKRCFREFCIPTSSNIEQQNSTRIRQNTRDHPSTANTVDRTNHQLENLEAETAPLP
Target sequence (P41143 whole entry, looked up): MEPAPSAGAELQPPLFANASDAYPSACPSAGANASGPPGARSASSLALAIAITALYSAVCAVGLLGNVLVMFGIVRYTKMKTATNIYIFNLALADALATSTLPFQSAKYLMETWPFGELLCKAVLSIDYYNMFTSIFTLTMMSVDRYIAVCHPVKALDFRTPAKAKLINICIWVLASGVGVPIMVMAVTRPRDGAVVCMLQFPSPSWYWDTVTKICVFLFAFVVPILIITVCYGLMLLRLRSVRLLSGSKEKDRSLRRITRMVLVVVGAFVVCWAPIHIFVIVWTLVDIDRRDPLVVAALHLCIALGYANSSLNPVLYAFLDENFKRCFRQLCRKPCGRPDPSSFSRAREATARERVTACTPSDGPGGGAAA
RTF Ca sens act = increases calcium sensitivity of human cardiac regulated thin filaments | 0.24% of 340,000 active | activation, % at 7.2 µM | IANBD-labeled TnC RTF fluorescence at EC20 calcium; 0% EC20 calcium, 100% full calcium;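 active = activation above the mean over all tested compounds plus 3 SD, cut at about 30% in these data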;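 note: rise in fluorescence read as greater calcium sensitivity of cardiac thin filaments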
MOR-DOR inv ag = mu-delta opioid heterodimer inverse agonism. P35372+P41143. 0.21% of 340,000 active. inhibition, % at 9.3 µM. AID 504357. cell-based MOR-DOR heterodimer luminescence; in the data active = inhibition above about 22%, passing the limit was not always enough;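 note: 0% = cells with DMSO and 100% = wells without cells with DMSO; values of inactives mirror those of a sister screen read the other way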
LANA DNA inh = blocks KSHV LANA C-terminal domain binding to DNA. MBP-C-LANA/FAM-LBS DNA binding, fluorescence polarization. inhibition, % at 9 µM. 0.078% of 340,000 active;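 active = highest replicate inhibition at or above 60% at 9 µM, even if other replicates fall short; inactive = all replicates below 60% inhibition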;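 note: 0% = neutral control wells and 100% = 4 µM acridine orange control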
HTR5A ag = HTR5A agonism, opioid heterodimer counter-screen. AID 504692. 0.61% of 340,000 active. P47898. HTR5A agonist assay, luminescence, cell-based. activation, % at 9.3 µM; in the data active = activation mostly above about 9.5%, no sharp cut-off; inactive = mostly below about 7.6%;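 note: 0% = cells with vehicle only and 100% = reference agonist; strong numbers were not always called active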
* = called active by the depositor; · = no result given.

# | Molecule | HTR5A ag | MOR-DOR ag | LANA DNA inh | RTF Ca sens inh | MOR-DOR inv ag | RTF Ca sens act | CAL-PDZ inh HTS | V-ATPase pHluor | Keap1-Nrf2 PPI | HTR5A inv ag
1 | COc1cccc(C(=O)OCC(=O)NC23CC4CC(CC(C4)C2)C3)c1 | -3 | 3.6 | 1.4 | -8 | -16 | -2 | -2 | -1 | 5 | 12
2 | O=C(O)c1ccccc1-c1cc2ccccc2[nH]1 | 1 | -3.6 | 1.2 | -3 | 18 | 6 | -6 | -2 | -4 | 16
3 | COc1ccc(-c2cc(C(=O)Nc3cccnc3)c3ccccc3n2)cc1OC | 5 | 0.7 | 0.9 | 2 | -5 | -1 | -25 | 1 | -6 | -3
4 | Cc1ccc(OCc2cc(C(=O)N(C)Cc3cnn(-c4ccccc4C)c3)no2)cn1 | 0 | -0.8 | -0.7 | -1 | 4 | -5 | 5 | -1 | 1 | -16
5 | O=C(CSc1nnc(NC(=O)c2ccccc2)s1)NCC1CCCO1 (stereo unspecified) | 6 | -2.4 | 1.8 | 3 | 12 | -4 | -4 | 4 | 0 | 11
6 | CCc1nn(CC(=O)NCCCN2CCc3ccccc3C2)c(=O)c2cc3sccc3n12 | -3 | 1.1 | -0.7 | -12 | -6 | 3 | 8 | 2 | -6 | 9
7 | CCC(NC(=S)NCc1ccc(F)cc1)c1ccc(C(C)C)cc1 (stereo unspecified) | 2 | 3.6 | -0.2 | 4 | -15 | -4 | -4 | 0 | 0 | -4
8 | Cc1cccc(NC(=O)N2CCCCCC2)c1C | 8 | -1.8 | 0.1 | 9 | 10 | -5 | -2 | 3 | -7 | -16
9 | Cc1ccc(CNC(=O)C2CCN(S(=O)(=O)N3CCCC3)CC2)cc1 | -2 | -3.5 | -0.2 | -6 | 18 | 0 | -3 | 1 | -3 | 8
10 | Clc1ccccc1Nc1nnc(-c2ccncc2)s1 | -4 | -3.8 | -1.0 | 0 | 20 | -10 | -2 | 0 | 0 | -1
11 | O=C(COc1ccccc1)Nc1sc2c(c1C(=O)NCc1cccnc1)CCCC2 | 15 | 17 | 0.1 | -3 | -99 | -19 | -2 | 0 | 2 | -27
12 | CCN(CC)C(=O)CSC1c2ccccc2C(=O)N1c1ccccc1 (stereo unspecified) | -4 | -3.0 | 4.3 | -6 | 16 | -2 | 0 | -1 | -3 | -2
13 | [O-]/C(=C(\C(=S)NCCN1CCOCC1)[n+]1ccccc1)c1ccc(Cl)s1 | 1 | -0.3 | 0.4 | 4 | 2 | 0 | · | -1 | 0 | -4
14 | O=S(=O)(c1ccc(-c2cc(C(F)(F)F)on2)s1)N1CCCC1 | -4 | 1.6 | 1.2 | -1 | -8 | -5 | -7 | -1 | 0 | -3
15 | CC1CCCCC1NC(=O)NC(=O)COC(=O)c1nccnc1N (stereo unspecified) | 3 | 0.7 | -0.4 | -9 | -3 | -1 | 0 | -2 | 0 | -13
16 | CN(C)c1ccc(C=NNc2nc3c([nH]2)c(=O)n(C)c(=O)n3C)cc1 | -2 | 1.7 | -0.9 | -3 | -9 | 0 | -3 | -3 | 0 | 8
17 | COc1ccc(-c2ccc3ccccc3n2)cc1OC | 0 | -2.3 | 1.3 | -3 | 11 | -4 | 4 | 1 | 4 | 1
18 | C=CCn1cc(C(=O)OC)c(=O)c2cc(S(=O)(=O)N3CCCCCC3)ccc21 | -2 | 3.2 | 0.7 | -1 | -18 | 10 | 0 | -1 | -6 | 0
19 | COc1ccc(-c2oc(=O)c3cc(OC)c(OC)cc3c2-c2cc(F)cc(OC)c2)cc1 | 4 | -3.0 | 1.4 | -1 | 17 | -3 | -2 | 3 | 1 | -8
20 | O=[N+]([O-])c1ccc(/C=C/c2ccncc2)cc1 | 1 | 1.2 | -0.1 | -5 | -6 | 4 | 3 | 2 | 2 | -4
21 | Cc1ccc(C)c(NC(=O)CSc2c(C)n[nH]c2C)c1 | 6 | -0.3 | 2.2 | -6 | 2 | -1 | 61* | -3 | -1 | -15
22 | O=C(Nc1ccc(-c2noc(CCc3ccccc3)n2)cc1)c1cccnc1 | 9 | 4.0 | -2.6 | -5 | -16 | -4 | -1 | 1 | 1 | -22
23 | CCc1ccc(NC(=O)COC(=O)C2(c3ccc(Cl)cc3)CCCC2)cc1 | 3 | 6.9 | -1.4 | -18 | -37 | -1 | 1 | 2 | -7 | 5
24 | COc1cccc(CN(C)CC(=O)NNC(=O)c2ccc(Cl)cc2)c1 | 3 | -2.1 | -0.2 | 1 | 11 | -1 | -1 | -1 | 1 | -11
25 | Cc1noc(C)c1NC(=O)Nc1cccc2c1O[C@@H](CN(C)Cc1ccc3c(c1)OCO3)[C@@H](C)CN([C@H](C)CO)C2=O | 4 | 0.3 | -1.7 | 3 | -2 | 6 | -2 | 4 | -5 | 11
26 | COC(=O)CSc1nc2c(cnn2-c2ccc(F)cc2)c(=O)[nH]1 | -1 | -1.7 | 2.7 | -7 | 8 | -6 | -11 | 1 | -2 | 4
27 | COc1cc(NC(=O)CN2C(=O)NC(C)(c3ccc4ccccc4c3)C2=O)c(C)cc1[N+](=O)[O-] (stereo unspecified) | -1 | -0.5 | -2.1 | 2 | 2 | 5 | -4 | 2 | -1 | 3
28 | O=C(NC1CCCCC1)C(=S)NCc1ccccc1 | 0 | 5.4 | 0.6 | 2 | -25 | 2 | 2 | -2 | -4 | 1
29 | CNC(=O)c1cc(Nc2nnc(-c3ccc(C)c(S(N)(=O)=O)c3)c3ccccc23)ccc1OC | -2 | -2.6 | -0.8 | -2 | 12 | 0 | 4 | 5 | -2 | 7
30 | O=C(Cc1c[nH]c2ccccc12)NC1(C(=O)NC2CCCC2)CCCCC1 | -1 | -3.5 | -0.8 | 3 | 16 | 4 | 8 | -4 | 0 | 3
31 | Cc1ccccc1Cn1c2ccccc2c2cn[nH]c(=O)c21 | -5 | -1.2 | -1.1 | 0 | 7 | -1 | 1 | 1 | -1 | 6
32 | CC1CCN(S(=O)(=O)c2ccc(C(=O)Nc3ncccc3O)cc2)CC1 | -2 | -1.3 | 0.3 | -13 | 7 | 0 | -8 | -2 | -7 | 9
33 | CCOc1ccccc1/C=C/C(=O)N1CCN(C(=O)c2ccco2)CC1 | 0 | -0.4 | -0.2 | -3 | 2 | -6 | 5 | 3 | -1 | -2
34 | Cc1ccc(N=CC2=C(O)CC(c3ccco3)CC2=O)cc1 (stereo unspecified) | 2 | -0.4 | 1.2 | -6 | 2 | -1 | · | 4 | -3 | 5
35 | O=C(Nc1ccccc1OC(=O)c1ccc(Cl)cc1)c1ccc(Cl)cc1 | 12 | 15 | 0.1 | -6 | -91 | 2 | -1 | 0 | -2 | -32
36 | O=C(c1ccccc1)c1ccc(C(=O)N2CCN(c3ccccc3)CC2)cc1 | 0 | -1.5 | 1.7 | 0 | 5 | 0 | 0 | 4 | -5 | 2
37 | Cc1cc(NC(=O)COC(=O)C(Cc2ccccc2)NC(=O)c2ccco2)no1 (stereo unspecified) | 2 | 3.7 | -0.1 | 6 | -22 | 16 | -3 | 2 | -8 | 12
38 | CCC(=O)N/N=C/c1ccc(-c2ccc([N+](=O)[O-])cc2)o1 | 8 | 1.4 | 3.4 | 7 | -7 | 0 | -1 | 2 | 1 | 6
39 | CC(C)c1ccc(NC(=O)CNC(=O)Cn2ccc3ccccc3c2=O)cc1 | 4 | 1.8 | -0.1 | -10 | -13 | 0 | -7 | -2 | -4 | -6
40 | Cc1cc(C(=O)OCc2nnc(-c3ccccc3)o2)c(C)n1-c1ccccc1 | 1 | 1.3 | 0.3 | -11 | -7 | -2 | 0 | -2 | -2 | -2
41 | OC1C2CCC(C2)C1CN1CCOCC1 (stereo unspecified) | 0 | -3.3 | -2.6 | 3 | 16 | -1 | 4 | 0 | -1 | 1
42 | CCOC(=O)C1CCN(c2ncnc3c2[nH]c2cccc(OC)c23)CC1 | -1 | 0.4 | 1.1 | -7 | -2 | 8 | -4 | 6 | -2 | 2
43 | CCc1ccccc1NC(=O)CN(C)C(=O)COc1ccc(C)nc1[N+](=O)[O-] | 4 | -1.6 | 0.5 | -12 | 9 | -1 | -6 | -4 | -3 | 3
44 | CC(NC(=O)COC(=O)c1ccc[nH]c1=O)c1ccccc1 (stereo unspecified) | -2 | -3.6 | 0.3 | 4 | 18 | 3 | 4 | 3 | -5 | 7
45 | CC1CCCCC1NC(=O)COc1ncnc2sccc12 (stereo unspecified) | 6 | -2.3 | -2.7 | 0 | 9 | -2 | -3 | 1 | 2 | -14
46 | COc1ccc(NC2=NC(=S)N(c3cccc(C)c3)C23CCCCC3)cc1 | -6 | -2.7 | -0.9 | 2 | 14 | 2 | 0 | 5 | -5 | -5
47 | O=C(NCC(=O)N1CCN(c2ccccc2)CC1)c1ccc(Cl)cc1 | 1 | -2.2 | -1.3 | 2 | 10 | 1 | 1 | -5 | -5 | -4
48 | Cc1cc(C)n(-c2nc3ccccc3c(=O)n2OCC(=O)Nc2c(C)cccc2C)n1 | -1 | -0.5 | -2.4 | -5 | 2 | -1 | 1 | -3 | -4 | 7
49 | C=CCNC(=S)NNC(=O)C(CCCC)CC(C)(C)O (stereo unspecified) | 3 | 1.4 | 1.4 | -4 | -8 | 2 | -4 | -2 | -1 | -29
50 | Cc1cccc(OC(C)C(=O)N(Cc2cccs2)C2CCS(=O)(=O)C2)c1C (stereo unspecified) | 0 | -1.7 | 0.3 | -5 | 9 | 6 | -1 | -3 | 1 | -5
51 | O=C(CCC(=O)N(CC(=O)NC1CCCC1)c1cccc(F)c1)Nc1nccs1 | 1 | -0.2 | 1.3 | -1 | 1 | 1 | -2 | 3 | -3 | -11
52 | O=C(CNC(=O)c1ccccc1)NCc1nc2ccccc2[nH]1 | -2 | -0.9 | 1.2 | -3 | 6 | -3 | -3 | -2 | -5 | 6
53 | Cc1ccsc1C(C(=O)NC1CCCCC1)N(C(=O)c1csnn1)C1CC1 (stereo unspecified) | 1 | -1.6 | 1.2 | -4 | 8 | 1 | 0 | -1 | 0 | -7
54 | CCOC(=O)c1ccc2nc(C)c(CC)c(Cl)c2c1 | 3 | -0.9 | 0.1 | 5 | 4 | 2 | -1 | -1 | -2 | -26
55 | CC(=O)Oc1ccc(C#C/C=C2\c3ccccc3C(=O)N2c2ccccc2)cc1 | 1 | 2.0 | 0.5 | 3 | -11 | 5 | -5 | 1 | -6 | 10
56 | O=[N+]([O-])c1ccc(C(O)CNC(=S)Nc2ccccc2)cc1 (stereo unspecified) | -1 | -2.9 | -0.8 | -8 | 15 | 3 | 4 | 0 | 6 | 3
57 | CC(=O)Nc1ccc2c(c1)nc(C)n2Cc1ccccc1 | 2 | -3.0 | -2.5 | -4 | 15 | 1 | 2 | 2 | 0 | -6
